Compound activity as filed in PubChem.
GalR3 antagonist: antagonists of human GalR3; HEK293 GalR3-CNG cAMP membrane potential fluorescence; galR3 body fused to GalR1 C-terminus; inhibition, % at 3 µM; hit rate 0.44% among 360,000;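 active = inhibition above the screen-wide average plus 3 SD, cut at about 13% in these data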;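 also: forskolin and galanin both at EC90 stimulate the cells; cAMP rise reported by CNG channel membrane potential dye signal; 0% = forskolin plus galanin with DMSO and 100% = forskolin alone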
Target sequence (O60755 1-299 limits assumed): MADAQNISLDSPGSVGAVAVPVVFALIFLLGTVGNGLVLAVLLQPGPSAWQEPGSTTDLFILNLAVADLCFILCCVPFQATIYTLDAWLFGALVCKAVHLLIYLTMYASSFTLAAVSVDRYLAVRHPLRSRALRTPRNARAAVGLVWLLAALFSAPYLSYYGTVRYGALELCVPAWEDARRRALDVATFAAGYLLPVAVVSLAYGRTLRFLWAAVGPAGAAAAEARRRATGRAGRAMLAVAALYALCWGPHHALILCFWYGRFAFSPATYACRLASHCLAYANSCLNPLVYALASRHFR
MEKK2wt PB1 HTS: raises or lowers MEK5 binding to wildtype human MEKK2 PB1 domain | bead flow cytometry, Alexa488-MEK5 binding to MEKK2 WT; actives lie on both sides | hit rate 1.1% among 290,000 | Q9Y2U5 | AID 1531 | binding response (% of control), % at 10 µM; in the data active = binding response below about 67% or above about 130%
V1R ag counter: counter-screen for oxytocin receptor agonists: human V1a receptor agonists; P37288; CHO-V1R cells, Fluo-8 calcium fluorescence, agonist mode; 0% DMSO, 100% 3 nM vasopressin; hit rate 0.25% among 320,000; activation, % at 3 µM;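 active = activation above the mean activation of all tested compounds plus 3 SD, per screening run, cut at about 20% in these data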;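 also: signal is peak over basal fluorescence ratio across a 100 second FLIPR read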
MEKK2 mut-MEK5: signal of MEK5 binding to mutant human MEKK2 PB1 domain; percent response, % at 10 µM; bead flow cytometry, Alexa488-MEK5 binding to MEKK2 mutant; hit rate 0.35% among 290,000; AID 1530; in the data active = percent response above about 24%, passing the limit was not always enough; also: inactives centre near 1; some results filed as inactive read as strong as hits; reference of the scale not given here
NALP1 yeast inh: inhibitors of NALP1 inflammasome in yeast; hit rate 0.61% among 280,000; inhibition, % at 10 µM; S. cerevisiae NALP1/ASC/caspase-1 growth, X-gal OD620, 72 h; AID 2071; in the data active = inhibition mostly above about 24%, no sharp cut-off; inactive = mostly below about 32%; also: some compounds called inactive have numbers as strong as hits
PHOSPHO1 inh: blocks human PHOSPHO1 phosphatase activity; Q8TCT1; recombinant PHOSPHO1, absorbance phosphatase assay; AID 1565; hit rate 1.1% among 290,000; inhibition, % at 13.3 µM; in the data active = inhibition above about 60%
Target sequence (Q8TCT1 whole entry, looked up): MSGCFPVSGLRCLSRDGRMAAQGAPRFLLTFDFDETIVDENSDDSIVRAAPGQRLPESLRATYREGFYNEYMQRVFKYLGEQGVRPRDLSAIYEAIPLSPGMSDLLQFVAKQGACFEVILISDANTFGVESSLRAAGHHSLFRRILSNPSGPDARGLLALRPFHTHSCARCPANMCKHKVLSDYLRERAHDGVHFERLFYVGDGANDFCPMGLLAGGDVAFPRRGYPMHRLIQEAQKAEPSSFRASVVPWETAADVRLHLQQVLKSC
MEKK3 PB1 HTS: MEKK3-MEK5 PB1 interaction, increase or decrease; Q99759; bead-based flow cytometry, Alexa488-MEK5 binding to MEKK3; actives lie on both sides; 0 = blocked by unlabeled MEK5, 100 = vehicle; binding response (% of control), % at 10 µM; hit rate 1.4% among 290,000;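 active = binding response more than 3 SD above or below the average of its plate-row segment, actives on both sides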;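 also: Alexa488 bead fluorescence after subtracting the streptavidin-only scavenger bead signal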
GPR7 antag: antagonists of human GPR7 (neuropeptides B/W receptor 1); P48145; GPR7-expressing cells, fluorescence antagonist assay; inhibition, % at 4.4 µM; hit rate 1.1% among 290,000; AID 1861; in the data active = inhibition above about 16%, passing the limit was not always enough;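 also: cells stimulated with the agonist NPW; 0% = agonist with vehicle and 100% = vehicle without agonist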
OXTR ag: activates the human oxytocin receptor | hit rate 0.32% among 320,000 | P30559 | activation, % at 3 µM | CHO-OTR cells, Fluo-8 calcium fluorescence; normalized: DMSO 0%, oxytocin 100%;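 active = activation above the mean of all tested compounds plus 3 SD, cutoff set per screening run, cut at about 20% in these data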;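 also: peak over basal fluorescence ratio from a 100 s FLIPR kinetic read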
Target sequence (P30559 whole entry, looked up): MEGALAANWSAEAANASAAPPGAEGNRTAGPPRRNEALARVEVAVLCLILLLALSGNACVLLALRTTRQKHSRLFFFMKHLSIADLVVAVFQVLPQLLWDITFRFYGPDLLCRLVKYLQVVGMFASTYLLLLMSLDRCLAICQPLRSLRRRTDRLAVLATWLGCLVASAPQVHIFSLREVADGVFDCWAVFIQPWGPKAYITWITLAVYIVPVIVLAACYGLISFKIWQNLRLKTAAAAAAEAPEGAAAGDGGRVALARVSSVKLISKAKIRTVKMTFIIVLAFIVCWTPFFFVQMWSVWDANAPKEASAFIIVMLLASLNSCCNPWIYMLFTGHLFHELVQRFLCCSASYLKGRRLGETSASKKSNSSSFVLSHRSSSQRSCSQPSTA
* marks the source's active call; other numbers are inactive results; / = no result given.

SMILES	GalR3 antagonist	MEKK2wt PB1 HTS	V1R ag counter	MEKK2 mut-MEK5	NALP1 yeast inh	PHOSPHO1 inh	MEKK3 PB1 HTS	GPR7 antag	OXTR ag
CCc1ccccc1NC(=O)CN(c1ccc(OC)cc1OC)S(=O)(=O)c1ccccc1	-13	97	-0.2	0	13	-33	100	1	-1.9
COc1ccc([N+](=O)[O-])cc1NC(=O)C(C)Sc1nc(-c2ccccc2)cs1 (configuration not stated)	5	99	0.3	9	18	1	103	-4	-1.0
COc1ccc(C(C(=O)NC(C)(C)C)N(Cc2cccnc2)C(=O)CCC(=O)Nc2cc(C)on2)cc1 (configuration not stated)	0	101	-0.2	-3	7	39	100	-10	0.2
Cc1noc(/C=C/c2cccs2)c1S(=O)(=O)N1CCC(C(=O)NCCCN2CCCC(C)C2)CC1 (configuration not stated)	-8	152*	-1.0	33	-1	-32	109	6	-0.3
COc1ccc(C(=O)Nc2cc([N+](=O)[O-])ccc2N2CCN(C)CC2)cc1	-2	100	0.3	1	12	-5	100	-14	2.7
Cc1cc(NC(=O)CCC(=O)N(CC(=O)NC2CCCC2)Cc2ccc3c(c2)OCO3)no1	-3	89	-0.4	-11	-11	37	99	0	-1.8
COc1cc(OC)c(C(=O)N2CCN(c3ccccn3)CC2)cc1OC	-10	104	0.0	3	-93	/	103	-5	-0.4
COc1ccc(N(CC(=O)NCCSCc2ccccc2C)S(=O)(=O)c2ccccc2)cc1	-6	106	1.8	5	10	-1	108	-5	3.5
Cc1nc(NC(=O)C23CCC(C)(C(=O)O2)C3(C)C)sc1C (configuration not stated)	4	87	0.5	-19	13	9	81	-16	-1.1
O=C(c1ccc(C(F)(F)F)cc1)C1CCCN(C(=O)CN2CCCC2=O)C1 (configuration not stated)	-6	101	0.3	2	-5	3	103	-2	-0.8
Cc1cccc(-c2nc3ccccc3c(=O)n2NC(=O)c2cccs2)c1	1	113	2.4	14	26	-13	104	0	4.9
NS(=O)(=O)c1ccccc1NC(=O)c1c(O)c2ccccc2[nH]c1=O	-2	95	1.6	-2	5	33	96	-16	0.7
Cn1cc(/C=C2\SC(=S)N(N3CCOCC3)C2=O)c2ccccc21	3	84	9.1	-6	8	-14	99	-9	2.4
CCOc1cc(/C=C2\COc3ccccc3C2=O)cc(Br)c1OCC(=O)N(C)C	-4	105	3.0	6	16	15	98	2	-0.5
Cc1ccc(S(=O)(=O)N2CCN(c3ccccc3)CC2)cc1C(N)=O	-4	95	1.4	-3	-6	-1	99	-8	0.3
Cc1ccn2c(-c3n[nH]c(=S)n3C)c(C)nc2c1	5	96	1.9	-2	2	-15	96	-8	0.8
CC(C)C1C(C#N)=C(N)Oc2n[nH]c(-c3cccs3)c21 (configuration not stated)	-8	93	0.9	-1	-2	5	102	5	-0.9
O=C(CCCc1nc2ccccc2s1)NC(c1ccccc1)c1ccccc1	0	104	-0.3	0	27	-9	115	3	0.0
CC(=O)c1nc(N2C(=O)CC(Cc3ccc(C)cc3)C2=O)sc1C (configuration not stated)	12	83	-0.1	5	11	-4	103	-5	0.3
COc1ccc(C(=O)NCCC2=CCCCC2)cc1OC1CCN(C(C)C)CC1	-1	113	-0.6	6	12	34	102	-11	-0.3
OCCC1CN(Cc2ccsc2)CCN1C1CCCC1 (configuration not stated)	-5	103	-0.3	4	-1	35	104	-11	-0.2
COc1ccccc1NC(=O)c1ccc2c(c1)nnn2C	-4	103	1.1	1	0	37	96	-3	0.9
S=C(Nc1ccc(Cl)cc1)c1nc2ccccc2s1	-2	103	0.1	4	19	-21	102	-10	-1.6
CN(C)/C=C/C(=O)c1ccc(S(=O)c2ccccc2)cc1 (configuration not stated)	-5	94	0.5	-3	7	-20	97	4	-1.2
O=C(c1ccc(-n2cnnn2)cc1)N1CCOCC1	7	105	0.3	4	14	-6	104	-8	0.7
CC(=O)NC(Cc1ccccc1C)C(=O)NC1CCN(c2nnnn2-c2ccccc2)CC1 (configuration not stated)	-5	88	-0.1	-16	/	15	92	-7	-0.7
C/C(=N/NC(=O)CC(=O)N/N=C(\C)c1ccc([N+](=O)[O-])cc1)c1ccc([N+](=O)[O-])cc1	-4	96	-0.8	-2	/	38	100	-3	-0.6
Cn1cnnc1SCc1ccc(C(=O)n2ncc(C#N)c2N)cc1	-5	100	5.0	-6	15	-13	97	-4	0.7
Cn1c(CNC(=O)c2ccco2)nnc1SCC(=O)N1c2ccccc2Sc2ccccc21	4	107	0.1	4	-1	-25	102	2	-1.4
COCCn1c(SCC(=O)NCc2ccc3c(c2)OCO3)nc2ccccc2c1=O	-2	89	-0.1	-7	-7	48	95	-16	-0.6
Cc1c(Br)c(C(F)(F)F)nn1CC(=O)NCCCn1ccnc1	-4	98	-0.1	-2	5	37	97	2	0.8
OCCN1CN=C(Nc2nc3ccccc3s2)NC1	-3	102	0.2	1	13	-29	101	-13	1.6
O=C(COC(=O)c1ccco1)NCCNC(=O)COC(=O)c1ccco1	0	105	0.4	2	11	28	104	18	0.1
COc1ccccc1CNC(=O)c1ccc(CS(=O)(=O)c2ccccc2)o1	-3	97	2.5	-2	21	2	99	-1	2.6
CSCC[C@H](NC(=O)[C@@H]1Cc2ccccc2CN1)C(=O)Nc1cccc(C)c1	-7	101	2.5	-1	14	28	99	-14	0.8
Nc1n[nH]c(-c2ccc([N+](=O)[O-])cc2[N+](=O)[O-])n1	-6	96	0.2	-6	-13	41	99	-6	0.7
Cc1ccc(CSc2nc3c(cc2C#N)CCC3)cc1	-2	105	3.2	5	2	2	104	-9	-0.9
CC1CCCC(NC(=O)CN2C(=O)COc3ccccc32)C1C (configuration not stated)	-5	99	1.5	3	-24	8	95	5	-0.7
O=C(NCCOc1ccccc1F)c1cc([N+](=O)[O-])ccc1N1CCOCC1	-2	102	-0.7	8	16	41	99	13	0.4
Cc1ccc(CN2CCN(/N=C/c3cccnc3)CC2)c(C)c1	-5	95	0.6	-2	22	0	92	-2	-1.4
COc1cccc(Cn2c(Oc3ccccc3)nc3c2c(=O)n(C)c(=O)n3C)c1	-6	105	-0.6	3	-17	4	104	0	-2.5
O=C(CSc1nc2nn(-c3ccccc3)c(=O)c-2c2n1CCCCC2)NCCCc1ccccc1	-8	95	-1.7	-3	-3	17	105	-9	-2.2
OCC[C@@H]1C[C@@H](O)[C@H](O)[C@]2(CCc3ccccc3O2)O1	/	99	0.5	-5	34	20	102	-7	6.0
CCc1ccc(C2CC(c3ccccc3)n3ncnc3N2)cc1 (configuration not stated)	0	98	3.3	-1	0	0	97	8	1.0
O=C(O)CCc1ccc(-c2ccc(Br)cc2)n1Cc1ccco1	-1	98	-0.9	-2	3	-7	100	4	-0.6
COc1ccc(C(=O)N2CCCC(CNC(=O)c3ccccc3Cl)C2)o1 (configuration not stated)	-1	105	0.2	3	-12	26	103	-9	0.3
N#CCCSc1nc(N2CCOCC2)c2c(c1C#N)CCCC2	-7	103	-1.1	0	/	40	105	-12	-2.4
C/C(=N\NC(=O)C1(C)NC(C)(C)Cc2ccccc21)c1ccccc1 (configuration not stated)	-4	95	-0.3	-8	9	20	100	-1	-2.3
O=C(c1ccc(COc2c(F)c(F)cc(F)c2F)o1)N1CCN(c2ccccc2)CC1	-5	96	0.3	0	6	-4	99	2	0.0
CCOC(=O)C(CCCCP(=O)(c1ccccc1)c1ccccc1)(NC(C)=O)C(=O)OCC	-1	96	-0.5	-2	-1	20	96	-10	0.2
CCCCCCCCCCCCN1C/C(=C\C(=O)OCC)c2ccccc2S1(=O)=O	-1	95	0.4	-12	16	-2	93	10	2.2
CC(C)Cc1[nH]c(=O)c(C#N)c2c1COC(C)(C)C2	8	104	0.7	14	-4	-13	105	-14	0.1
COc1ccccc1C(=O)Nc1cc2cc(Br)ccc2oc1=O	3	98	-0.3	-4	-4	-35	89	-8	0.2
O=C(NN=C1CCCC1)c1ccc(Cl)cc1	-8	97	0.1	-2	26	28	96	6	-0.3
COc1ccc(C2C(C(=O)c3ccco3)=C(O)C(=O)N2c2nnc(C)s2)cc1OC (configuration not stated)	-1	109	0.7	5	12	31	102	1	1.3
O=C(C1CCN(C2CC(=O)N(Cc3ccccc3)C2=O)CC1)N1CCCCCC1 (configuration not stated)	0	103	3.3	2	20	29	107	-11	1.6
O=C(Nc1ccccc1)c1ccccc1NC(=O)C1CCCCC1	-2	91	0.1	-10	15	5	91	-4	-0.7
COc1cc(-c2noc(C3CCCN(C(=O)c4ccccc4)C3)n2)cc(OC)c1OC (configuration not stated)	-9	98	-1.0	0	7	-8	97	-12	-1.0
O=S1(=O)CCC(NCC2CCCO2)C1 (configuration not stated)	-3	102	0.0	2	4	5	108	7	0.5
COc1cccc(NC(=O)Cn2c(-c3cncs3)nc3ccccc32)c1	-2	109	-0.8	11	32	10	106	-12	0.7
O=C(N/N=C/c1cccnc1)c1ccc([N+](=O)[O-])cc1Cl	-2	92	0.3	0	-11	6	96	-16	0.0

Looked up by compound from the list above, seven records:
SMILES	GalR3 antagonist	MEKK2wt PB1 HTS	V1R ag counter	MEKK2 mut-MEK5	NALP1 yeast inh	PHOSPHO1 inh	MEKK3 PB1 HTS	GPR7 antag	OXTR ag
O=C(NN=C1CCCC1)c1ccc(Cl)cc1	-8	97	0.1	-2	26	28	96	6	-0.3
N#CCCSc1nc(N2CCOCC2)c2c(c1C#N)CCCC2	-7	103	-1.1	0	/	40	105	-12	-2.4
O=S1(=O)CCC(NCC2CCCO2)C1 (configuration not stated)	-3	102	0.0	2	4	5	108	7	0.5
O=C(N/N=C/c1cccnc1)c1ccc([N+](=O)[O-])cc1Cl	-2	92	0.3	0	-11	6	96	-16	0.0
O=C(c1ccc(COc2c(F)c(F)cc(F)c2F)o1)N1CCN(c2ccccc2)CC1	-5	96	0.3	0	6	-4	99	2	0.0
COc1cc(-c2noc(C3CCCN(C(=O)c4ccccc4)C3)n2)cc(OC)c1OC (configuration not stated)	-9	98	-1.0	0	7	-8	97	-12	-1.0
COc1ccc(C(=O)N2CCCC(CNC(=O)c3ccccc3Cl)C2)o1 (configuration not stated)	-1	105	0.2	3	-12	26	103	-9	0.3
